Assay outcomes deposited in PubChem by National Center for Advancing Translational Sciences (NCATS).
Caspase-7 inhib: qHTS Assay for Allosteric/Competitive Inhibitors of Caspase-7; P55210; recombinant caspase-7, Ac-DEVD-AFC fluorescence rate; 0.02% of 75,000 active; Potency, µM (series often up to 57.5 µM), without a hit: at the top dose activity change, negative = inhibition, hits mostly inhibitors; AID 889, 2007; active = well fitted inhibition curve with a large enough effect in the main read-out, with a control signal flat, not every such curve was filed as active; inconclusive = small, poorly fitted or top-dose-only effect, or a change in a side signal; also: potency is read from the fitted curve at half-maximal effect; % of control where 0% means no effect
HADH2 inh: qHTS Assay for Inhibitors of HADH2 (Hydroxyacyl-Coenzyme A Dehydrogenase, Type II); 3-hydroxyacyl-CoA dehydrogenase type-2 (Homo sapiens), Q99714; recombinant HADH2, NADH fluorescence, beta-hydroxybutyryl-CoA; Potency, µM (top dose mostly 57.1 µM), for inactives: at the top dose activity change, negative = inhibition, actives largely listed as inhibitors; 3.4% of 73,000 active; also: potency is read from the fitted curve at half-maximal effect; % is scaled to controls: 0 for no effect and ±100 for the full control effect; nearly all actives have a fitted effect of over 60% in size; many of its hits are not listed in these tables
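Read-out: 360 nm excitation, 450 nm emission, kinetic over 4 min. Conditions: His-tagged human HADH2 20 nM, pH 9.0 Tris with Tween-20, 1 mM NAD+, 90 uM beta-hydroxybutyryl-CoA.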
USP2a inhib: qHTS Assay for Inhibitors of Ubiquitin-specific Protease USP2a; Ubiquitin carboxyl-terminal hydrolase 2 (Homo sapiens), O75604; USP2a enzymatic assay, qHTS inhibition; Potency, µM (doses to about 38.3 µM), for inactives: at the top dose activity change, negative = inhibition, actives largely listed as inhibitors; 0.1% of 60,000 active; AID 927, 2007;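 also: potency is read from the fitted curve at half-maximal effect; nearly all actives have a fitted effect of over 60% in size; plate controls were DMSO for no effect and NEM full inhibition control for full effect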
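USP2 core (20nM final) preincubated 30 min RT with compound, then Ub-PLA2 20nM and NBD C6-HPC 20uM final added; buffer 20mM Tris-HCl pH 8.0, 2mM CaCl2. Fluorescence Ex 460/Em 535 read at 0 and 2.5 h; normalized to NEM.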
Rhodamine autofl: qHTS Assay for Spectroscopic Profiling in Rhodamine Spectral Region | Rhodamine-region fluorescence, 547/598 nm, Tris buffer; active compounds read high | max dye-equivalent concentration, M | 0.05% of 59,000 active | AID 594, 2007; in the data active = max dye-equivalent concentration above about 11 nM; inconclusive = between about 1.1 nM and that limit
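Read-out is relative fluorescence at 547 nm excitation and 598 nm emission, expressed as dye-equivalent concentration using rhodamine standards on every plate. Each compound was profiled across a concentration series after 15 min in 100 mM Tris, pH 8.0.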
Texas Red fluor: qHTS Assay for Spectroscopic Profiling in Texas Red Spectral Region. AID 587, 2007. Compound fluorescence, Texas Red channel, 547/618 nm; active compounds read high. max dye-equivalent concentration, M. 0.06% of 59,000 active; in the data active = max dye-equivalent concentration above about 10 nM; inconclusive = between about 1.1 nM and that limit
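Compound fluorescence was read after 15 min at room temperature in 100 mM Tris, pH 8.0, using 547 nm excitation and 618 nm emission across a concentration series. It was expressed as Texas Red dye-equivalent concentration from an on-plate standard curve.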
Tau filament bind: qHTS Assay for Tau Filament Binding; AID 596, 2007; Potency, µM (titrated, usually from 57.1 µM), without a hit: top-dose activity change, negative = inhibition; 2% of 71,000 active; recombinant tau filaments, thioflavin S fluorescence, 15 h; filaments grown with octadecylsulfate alongside compound;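 also: potency is read from the fitted curve at half-maximal effect; % is scaled to controls: 0 for no effect and ±100 for the full control effect; actives lower thioflavin S fluorescence by blocking filaments or displacing dye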
Target sequence (P10636 whole entry, looked up): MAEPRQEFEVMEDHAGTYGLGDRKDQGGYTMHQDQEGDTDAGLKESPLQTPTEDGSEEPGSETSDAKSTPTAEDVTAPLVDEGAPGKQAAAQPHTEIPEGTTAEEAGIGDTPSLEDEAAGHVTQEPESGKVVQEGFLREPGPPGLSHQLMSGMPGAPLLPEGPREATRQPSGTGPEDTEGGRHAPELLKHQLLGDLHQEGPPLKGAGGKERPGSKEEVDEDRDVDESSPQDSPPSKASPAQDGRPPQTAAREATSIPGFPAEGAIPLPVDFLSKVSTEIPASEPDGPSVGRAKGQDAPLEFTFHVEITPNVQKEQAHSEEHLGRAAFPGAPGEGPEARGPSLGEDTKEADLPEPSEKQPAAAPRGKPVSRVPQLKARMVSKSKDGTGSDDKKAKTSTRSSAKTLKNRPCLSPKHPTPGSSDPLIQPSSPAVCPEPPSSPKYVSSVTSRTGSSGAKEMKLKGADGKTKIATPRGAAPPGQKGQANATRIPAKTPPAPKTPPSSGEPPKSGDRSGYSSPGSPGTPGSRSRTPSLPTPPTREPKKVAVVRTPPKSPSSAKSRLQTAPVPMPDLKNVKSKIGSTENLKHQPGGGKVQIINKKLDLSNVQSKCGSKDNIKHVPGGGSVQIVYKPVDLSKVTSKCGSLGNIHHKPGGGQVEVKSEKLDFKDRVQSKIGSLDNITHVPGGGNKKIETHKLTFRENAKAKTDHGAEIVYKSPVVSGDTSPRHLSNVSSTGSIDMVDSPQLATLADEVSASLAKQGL
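Thioflavine S fluorescence (ex 450, em 510 nm) reports filaments formed from 1 uM human tau plus 30 uM ODS over 15 h at 37 C (10 mM HEPES pH 7.4, 100 mM NaCl, 5 mM DTT); compounds displacing dye or blocking filaments lower signal.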
ERK AVP inh: qHTS Assay for Inhibitors of the ERK Signaling Pathway using a Homogeneous Screening Assay; AID 995, 2007; Potency, µM (titrated, usually from 57.5 µM), for inactives: top-dose activity, negative = inhibition, usual class: inhibitors; 0.99% of 72,000 active; HEK293-V1b, vasopressin-stimulated pERK AlphaScreen; also: potency is read from the fitted curve at half-maximal effect; % is scaled to controls: 0 for no effect and ±100 for the full control effect; nearly all actives have a fitted effect of over 55% in size
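Overnight-seeded V1b-HEK293 cells in 1% FBS got compound, then vasopressin (25 nM final, 5 min, 37C), then lysis buffer. AlphaScreen detection of phospho-ERK; activity normalized to basal and full-stimulation controls.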
Fluorescein autfl: qHTS Assay for Spectroscopic Profiling in Fluorescein Spectral Region | Compound autofluorescence, 480/540 nm, fluorescein-equivalent; active compounds read high | max fluorescein-equivalent concentration, M | 0.91% of 59,000 active; in the data active = max fluorescein-equivalent concentration above about 10 nM; inconclusive = between about 1.1 nM and that limit
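Values reflect compound autofluorescence, normalized to fluorescein on the same plate and reported at each tested concentration. Conditions: 100 mM Tris pH 8.0, room temperature, 15 min, excitation 480 nm, emission 540 nm.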
Caspase-1 inhib: qHTS Assay for Allosteric/Competitive Inhibitors of Caspase-1 | P29466 | Caspase-1 enzyme, Ac-WEHD-AFC fluorogenic rate | Potency, µM (highest dose often 57.5 µM), for the others: at the highest dose activity change, negative = inhibition, usual class: inhibitors | 0.03% of 75,000 active | AID 900, 2007;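 also: potency is read from the fitted curve at half-maximal effect; plate controls were vehicle for no effect and no substrate for full effect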
Target sequence (P29466 120-297 limits assumed): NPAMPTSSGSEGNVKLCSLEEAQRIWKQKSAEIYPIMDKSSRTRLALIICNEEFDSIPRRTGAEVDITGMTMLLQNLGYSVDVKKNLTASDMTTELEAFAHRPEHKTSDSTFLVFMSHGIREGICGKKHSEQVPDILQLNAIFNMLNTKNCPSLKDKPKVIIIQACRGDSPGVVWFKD
Target sequence (P29466 317-404 limits assumed): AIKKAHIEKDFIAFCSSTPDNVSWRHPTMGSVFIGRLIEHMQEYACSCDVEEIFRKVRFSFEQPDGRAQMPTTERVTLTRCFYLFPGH
FLuc inh: qHTS Assay for Inhibitors of Firefly Luciferase; Potency, µM (titrated, usually from 57.1 µM), without a hit: top-dose activity change, negative = inhibition, actives largely listed as inhibitors; Luciferin 4-monooxygenase (Photinus pyralis), P08659; purified firefly luciferase, luminescence, 8 min; AID 411, 2009; 2.2% of 72,000 active; also: potency is read from the fitted curve at half-maximal effect; % is scaled to controls: 0 for no effect and ±100 for the full control effect; nearly all actives have a fitted effect of over 40% in size
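qHTS concentration-response profiling: light output of P. pyralis luciferase with luciferin and 10 uM ATP, imidazole buffer pH 7.2. Read by luminescence after 8-min room-temperature incubation.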
HEK293 cAMP ctrl: qHTS Assay for Agonists of the Thyroid Stimulating Hormone Receptor: Activators of Intracellular cAMP Concentrations in Parental HEK 293; parental HEK293 CNG cAMP sensor, membrane potential fluorescence; Potency, µM (series often up to 57.1 µM), without a hit: top-dose activation, hits mostly activators; AID 938, 2007; 2.5% of 73,000 active; also: potency is read from the fitted curve at half-maximal effect; % of control where 0% means no effect; nearly all actives have a fitted effect of over 55% in size
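Parental HEK 293 cells stably expressing a modified CNG channel (no TSHR) report cAMP rise as membrane depolarization. Membrane potential dye with 100 uM RO 20-1724 was loaded for 60 min at room temperature, then compound added for 30 min; fluorescence read at 590 nm.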
Starred values were filed as active, the others as inactive; i = inactive; ? = inconclusive; nt = no result given; [ ] = dose if it differs, or a comment. Unless noted, calls follow the shape of the dose curve; as a rule, active = well fitted curve in the direction sought with a large enough effect; inconclusive = small, poorly fitted or top-dose-only effect, or another doubt; inactive = no such curve, though single readings can be large; an effect the other way counts as inactive or inconclusive. An excerpt; count on the stated rates, not on these rows.

canonical_smiles | Caspase-7 inhib | HADH2 inh | USP2a inhib | Rhodamine autofl | Texas Red fluor | Tau filament bind | ERK AVP inh | Fluorescein autfl | Caspase-1 inhib | FLuc inh | HEK293 cAMP ctrl
Cn1c(=O)cc(SCC(=O)N2CCN(C(=O)c3ccco3)CC2)c2ccccc21 | 0% | -18% | 13% | i | i | 10% | -13% | i | 0% | 0% | -2%
O=S(=O)(Nc1ccc(S(=O)(=O)N2CCCCC2)cc1)c1cccs1 | -1% | 1% | 0% | i | i | 2% | -24% | i | 0% | 5% | 19%
Cc1cc(OCC(=O)N2CCOCC2)c(C(C)C)cc1Cl | -1% | 1% | -8% | i | i | -8% | ? | ? | 2% | 1% | 12%
CCCCN(CC)CCCNC(=O)CC1Nc2ccccc2NC1=O (configuration not stated) | -2% | 6% | 8% | i | i | -4% | 13% | i | -1% | -1% | 3%
CN[C@@H]1[C@H](O[C@@H]2O[C@H](CO)[C@@H](N)[C@H](O)[C@@H]2O)O[C@H]2C[C@@H](N)[C@@H](O[C@H]3[C@@H](O)[C@H](O)[C@H](N)C[C@@H]3N)O[C@H]2[C@H]1O | 1%[25.7 µM] | -4%[25.6 µM] | -9%[17.1 µM] | i | i | 30%[25.6 µM] | -4%[25.7 µM] | ? | -2%[25.7 µM] | -2%[25.5 µM] | -1%[25.6 µM]
CN1CCN(CCCNN)CC1 | 2%[11.5 µM] | 11%[11.4 µM] | nt | i | i | 2%[11.4 µM] | 0%[11.5 µM] | i | -2%[11.5 µM] | 3%[11.4 µM] | 5%[11.4 µM]
S=C(c1cccs1)N1CCCC1 | 4% | -11% | -3% | i | i | 4% | 22% | i | 0% | -1% | 1%
COc1ccccc1OCC(=O)NCc1ccco1 | 1% | -9% | 3% | i | ? | 10% | 0% | i | 0% | 2% | -2%
O=C1CC(c2ccc(F)cc2)Cc2nc(N3CCc4ccccc43)ncc21 (configuration not stated) | -10% | ? | 10% | i | i | -1% | 11% | ? | ? | 2% | 22%
Cc1ccccc1-c1cncnc1Nc1ccc(F)cc1 | -1% | -25% | -26% | i | i | -9% | -3% | i | 1% | -3%[2.29 µM] | 15%
Clc1ccccc1-c1nc(-n2ccnc2)c2ccccc2n1 | -4% | ? | ? | i | i | 8% | -15% | i | -4% | 1%[2.29 µM] | 5%
O=C(CSc1ncn[nH]1)NCCOc1ccccc1 | -1% | 8% | 5% | nt | nt | -4% | 5% | nt | -2% | 0% | -2%
O=C(O)c1ccc(CSc2nc3ccccc3o2)cc1 | -1% | -8% | 2% | i | i | 12% | 28% | i | 3% | -9% | 5%
CCn1c(=O)cc(OCC(=O)NCC2CCCO2)c2ccccc21 (configuration not stated) | 2% | 9% | -3% | i | i | 0% | -4% | i | 3% | 0% | ?
C=CCNC(=O)Nc1ccc2oc(C)nc2c1 | -3% | 2% | -2% | i | i | -8% | 0% | i | 2% | -2% | 4%
CN(C)c1nc(OCCOC(=O)COc2ccc(Cl)cc2Cl)nc(N(C)C)n1 | -3% | 10% | 0% | i | ? | 4% | 18% | ? | -2% | ? | 22%
O=C(C1CCCO1)N(c1cccc(Cl)c1)C1C=CS(=O)(=O)C1 (configuration not stated) | -4% | 8% | -29% | i | i | 1% | 19% | ? | 2% | 2% | -1%
CCOC(=O)n1c(=O)oc2cc(S(=O)(=O)N3CCCCC3)ccc21 | -1% | -7% | -3% | i | i | 8% | -4% | i | -3% | 3% | 0%
O=C1CCc2cc(S(=O)(=O)N3CCN(Cc4ccc5c(c4)OCO5)CC3)ccc2N1 | -1% | -1% | 26% | i | i | -2% | 5% | i | -2% | 3% | 6%
O=C(c1ccc(Br)o1)N1CCN=C1SCc1cccc(F)c1 | 0% | -3% | nt | nt | nt | 14% | 2% | nt | -4% | 0% | ?
CC(C)CCN1CCNC(=O)C1CC(=O)Nc1ccc(F)cc1 (configuration not stated) | -1% | 3% | -3% | i | i | -2% | -11% | i | 1% | 0% | 2%
CN(Cc1ccccc1)C(=O)CNC(=O)Cn1cnc2ccccc2c1=O | 1% | 8% | 0% | i | i | -6% | 14% | i | 0% | 0% | 4%[2.29 µM]
COc1ccc(N2CCN(CCNC(=O)CCN3C(=O)COc4ccccc43)CC2)cc1 | 0% | -5% | 7% | i | i | -4% | -16% | i | -1% | 1% | 7%
CCOC(=O)C1CCN(C(=O)c2ccc(Cl)c(Cl)c2)CC1 | -3% | 2% | 28% | i | ? | 110% | -29% | i | -3% | 1% | ?
COc1ccc(OC)c(S(N)(=O)=O)c1 | 1% | 12% | 2% | i | ? | 4% | 11% | ? | 0% | -1% | -2%
CC(=O)c1cc2c(=O)c3cc(C)ccc3oc2nc1C | 0% | 14% | -4% | i | i | ? | -6% | ? | -1% | -11% | 18%
Cc1nc2cc(NC(=O)Nc3ccc(N4CCOCC4)cc3)ccc2n1C | 0% | 2% | 6% | i | i | 25µM* | -17% | ? | -1% | 0% | -6%
CCOC(=O)C(Cc1ccccc1)NC(=O)CNC(C)=O (configuration not stated) | 5% | 13% | -9% | i | i | -8% | -19% | i | -2% | 2% | 20%
CCN(C(C)=O)c1nc(CSc2nnc(NC(C)C)s2)cs1 | 7% | ? | -6% | i | i | 7% | 5% | ? | 2% | 2% | 9%
COc1cc(OC)cc(-c2cc(NC(C)=O)n[nH]2)c1 | -2% | 2% | nt | nt | nt | -21% | -5% | nt | -2% | -7% | 7%[11.4 µM]
C=CCOC(=O)C1=C(C)N=C2SCCC(=O)N2C1c1cccs1 (configuration not stated) | 0% | -2% | 5% | i | ? | 2% | 5% | i | -1% | 1% | ?
Clc1ccc(Cc2noc(-c3cccs3)n2)cc1 | -2% | -2% | -11% | i | i | 6% | 75%[activator] | ? | 2% | -3% | 15%
Cc1noc(C)c1C(=O)N1CCC2(CCCN(C(=O)Nc3ccccc3)C2)CC1 | 1% | 3% | -3% | i | i | 5% | 31% | i | 1% | 1%[11.4 µM] | 25%
CCOC(=O)c1ccc(NC(=O)c2c(C)[nH]c(C(=O)OCC)c2C)cc1 | 0% | 6% | 15% | i | i | 11% | ? | i | 0% | 1% | 3%
O=C(CCCCCN1C(=O)C2C3C=CC(C3)C2C1=O)Nc1nccs1 (configuration not stated) | 0% | -26% | nt | nt | nt | 9% | 6% | nt | -1% | -3% | 6%
COCCN1Cc2cccc(C(=O)Nc3ccc(S(=O)(=O)N4CCCCC4)cc3)c2C1=O | 1% | 8% | 10% | i | i | 4% | 13% | i | 0% | 0% | 13%
COc1ccc(N2CCN(C(=O)CCCC3=NS(=O)(=O)c4ccccc4N3)CC2)cc1 | -1% | 5% | 7% | i | ? | 5% | 29% | i | 2% | 1% | -4%
CCN1CCCC1Cn1cnc2c([nH]c3ccc(Cl)cc32)c1=O (configuration not stated) | 0% | -9% | 7% | i | i | 14% | 30%[activator] | i | -2% | 1% | 10%
OC(CN1C2=NCCCN2c2ccccc21)c1ccc(Cl)cc1 (configuration not stated) | -1% | 2% | nt | nt | nt | 34% | -5% | nt | 0% | 2% | ?
CCC(Sc1nc(C)cc(C)n1)C(=O)O (configuration not stated) | -1% | -2% | 0% | nt | nt | -3% | -25% | nt | 0% | 1% | 6%
CC(=O)c1ccc(NC(=O)C2CCC(C)(C(=O)O)C2(C)C)cc1 (configuration not stated) | -1% | -10% | -10% | nt | nt | -4% | -12% | nt | 0% | 0% | 2%
COc1ccc(S(=O)(=O)N(Cc2ccccc2)Cc2nc3ccccc3c(=O)[nH]2)cc1 | -3% | 3% | 17% | i | ? | 36% | 9% | i | 0% | -1% | 30%
CCn1c(=O)cc(OCC(=O)N2CCc3ccccc32)c2ccccc21 | -1% | 6% | nt | nt | nt | 49% | 0% | nt | -1% | 3% | 3%
COc1ccc(N(C(C)=O)C2C=CS(=O)(=O)C2)c(OC)c1 (configuration not stated) | 0% | -1% | 2% | i | ? | -1% | -5% | i | -1% | 1% | 11%
